# SENP8 block-1 = blocks human SENP8 cleavage of Nedd8 substrate. recombinant SENP8, Nedd8 substrate fluorescence. AID 602440. 360,000 tested, 0.64% active. Q96LD8. inhibition, % at 20 µM; in the data active = inhibition mostly above about 40%, no sharp cut-off; inactive = mostly below about 27%
# NALP3 yeast inh = NALP3 inhibition in yeast | 330,000 tested, 0.39% active | inhibition, % at 10 µM | Yeast reconstituted NLRP3/ASC/caspase-1, beta-gal luminescence, 24 h;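 active = inhibition of 50% or more; inactive = inhibition below 50%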;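 also: plate controls were induced DMSO wells for no effect and uninduced yeast grown without galactose for full effect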
# SENP6 block = blocks the human protease SENP6; Q9GZR1; Recombinant SENP6 catalytic domain, aminoluciferin luminescence; inhibition, % at 10 µM; 330,000 tested, 1.8% active; AID 2599;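 active = inhibition above about 50% at the single tested dose, limit read from the data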;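 also: plate controls were DMSO wells with enzyme for no effect and DMSO wells lacking enzyme for full effect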
# Target sequence (Q9GZR1 628-1112 limits assumed): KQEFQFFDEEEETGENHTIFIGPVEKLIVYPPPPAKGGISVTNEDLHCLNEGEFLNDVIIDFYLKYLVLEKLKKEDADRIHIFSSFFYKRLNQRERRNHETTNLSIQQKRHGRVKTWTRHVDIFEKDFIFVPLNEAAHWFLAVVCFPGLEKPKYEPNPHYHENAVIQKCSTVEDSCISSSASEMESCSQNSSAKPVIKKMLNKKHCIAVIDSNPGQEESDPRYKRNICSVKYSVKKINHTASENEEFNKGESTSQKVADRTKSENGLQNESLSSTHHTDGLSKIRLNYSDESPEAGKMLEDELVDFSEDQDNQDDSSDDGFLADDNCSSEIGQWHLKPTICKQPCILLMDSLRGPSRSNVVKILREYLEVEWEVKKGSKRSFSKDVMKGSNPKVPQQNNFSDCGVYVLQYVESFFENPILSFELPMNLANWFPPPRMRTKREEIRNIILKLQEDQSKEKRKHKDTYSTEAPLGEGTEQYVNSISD
# PfG6PD inh = PfG6PD (Plasmodium falciparum) enzyme inhibition. PfGluPho enzyme, NADPH resazurin-diaphorase fluorescence. AID 504690. inhibition, % at 20 µM. 350,000 tested, 0.78% active;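 active = inhibition reaching at least a set limit at 20 µM in the primary screen, cut at about 59% in these data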;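 also: 0% = DMSO wells with substrate and 100% = DMSO wells lacking glucose-6-phosphate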
# SENP1 FRET inh = inhibitors of human SENP1 SUMO protease catalytic domain; Q9P0U3; recombinant SENP1 catalytic domain, CyPet-SUMO1-YPet FRET cleavage; inhibition, % at 10 µM; 360,000 tested, 0.21% active; AID 624204;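 active = inhibition at least 30% at 10 µM, raw YFP signal under a set limit, fluorescence ratio 0.5 to 1.5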;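 also: 0% = enzyme with DMSO and 100% = no enzyme wells; some results filed as inactive read as strong as hits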
# Target sequence (Q9P0U3 419-644 limits assumed): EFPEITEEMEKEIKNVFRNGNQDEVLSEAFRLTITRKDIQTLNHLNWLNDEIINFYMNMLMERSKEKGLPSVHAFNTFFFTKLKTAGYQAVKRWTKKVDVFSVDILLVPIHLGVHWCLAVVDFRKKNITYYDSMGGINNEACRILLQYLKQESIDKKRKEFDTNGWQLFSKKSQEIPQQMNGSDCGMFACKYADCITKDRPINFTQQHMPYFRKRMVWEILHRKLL
#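 System: Recombinant human SENP1 catalytic domain, His6-tagged | Incubation: Enzyme reaction for 50 min at room temperature, dark | Medium: Tris pH 8 with BME, BSA, NP40 and catalase | Also added: 25 nM SUMO1 FRET substrate | Compound: 10 µM single point, 0.5% DMSO | Measured by: FRET fluorescence in CFP and YFP emission channels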
# SENP7 inh = inhibitors of human SENP7 protease | Q9BQF6 | recombinant SENP7, Z-RLRGG-aminoluciferin luminescence, 40 min | inhibition, % at 5 µM | 330,000 tested, 1.5% active;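 active = inhibition above about 50% at the single test dose, limit read from the data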;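 also: plate controls were DMSO with enzyme for no effect and no enzyme buffer wells for full effect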
# Target sequence (Q9BQF6 706-1050 limits assumed): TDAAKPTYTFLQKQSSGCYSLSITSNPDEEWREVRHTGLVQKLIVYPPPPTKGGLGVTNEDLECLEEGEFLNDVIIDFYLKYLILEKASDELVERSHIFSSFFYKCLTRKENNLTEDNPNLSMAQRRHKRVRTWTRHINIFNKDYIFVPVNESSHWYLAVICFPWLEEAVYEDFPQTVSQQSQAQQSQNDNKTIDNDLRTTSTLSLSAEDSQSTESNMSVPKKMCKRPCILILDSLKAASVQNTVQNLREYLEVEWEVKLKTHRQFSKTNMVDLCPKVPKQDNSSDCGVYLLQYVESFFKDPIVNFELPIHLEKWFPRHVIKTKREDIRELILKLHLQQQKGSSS
# Apaf-1 inh = human Apaf-1 inhibition; O14727; reconstituted apoptosome caspase-3 activity, DEVD-Rh110 fluorescence; inhibition, % at 20 µM; 330,000 tested, 0.71% active; active = inhibition of at least 40% at 20 µM;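 also: plate controls were DMSO wells for no effect and DEVD-CHO caspase inhibitor wells for full effect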
#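 Material: reconstituted apoptosome with Apaf-1, cytochrome c, caspase-9, procaspase-3, dATP / Buffer or medium: pH 7.5 Hepes buffer with CHAPS, BSA, DTT / Also added: cytochrome c with DEVD-Rh110 / Schedule: compound with Apaf-1, dATP, procaspase-3 30 min, then 50 min reaction, room temperature / Technique: rhodamine 110 fluorescence at Ex 480/Em 540 nm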
# HKDC1 inhibitor = blocks human hexokinase HKDC1 activity | Q2TB90 | recombinant HKDC1, G6PDH/diaphorase resazurin coupled fluorescence | inhibition, % at 20 µM | 340,000 tested, 0.16% active;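 active = inhibition above about 35% when tested at 20 µM, limit read from the data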;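 also: plate controls were DMSO wells with enzyme for no effect and DMSO wells lacking enzyme for full effect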
#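 Test system: recombinant HKDC1 (HK5) hexokinase enzyme, produced in-house; Amount: enzyme 5 µg/mL final; Buffer or medium: Tris pH 8.0 buffer with MgCl2, Tween-20, BSA, BME; Reagent: glucose and ATP substrates; Doses: 20 µM test compound, 1% DMSO; Incubation: 90 min reaction incubation at room temperature, dark; Detection: resorufin fluorescence at 613 nm.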
# SENP8 block-2 = blocks the human protease SENP8; Q96LD8; purified SENP8, Z-RLRGG-aminoluciferin cleavage, luminescence; inhibition, % at 10 µM; 330,000 tested, 1.2% active; AID 2540; in the data active = inhibition above about 50%
# An asterisk follows results filed as active; i = inactive; . = no result given.
SMILES,SENP8 block-1,NALP3 yeast inh,SENP6 block,PfG6PD inh,SENP1 FRET inh,SENP7 inh,Apaf-1 inh,HKDC1 inhibitor,SENP8 block-2
O=C1CSC(=S)N1c1cccc(Cl)c1,15,20,4,-4,2,2,10,1,7
Cc1cccc(NC2(C(=O)O)CCCC2)c1,-3,.,.,-7,-6,.,.,8,.
CCS(=O)(=O)N1CCC(C(=O)NCc2ccc(F)cc2)CC1,5,2,-31,1,5,7,-3,16,5
NC(=O)c1ccc(NC(=O)CSc2nnc(-c3ccc4c(c3)OCO4)o2)cc1,-31,5,-3,5,1,-4,-15,-1,5
Cc1cc(C)cc(N(CC(=O)Nc2ccccc2C(=O)N2CCOCC2)S(C)(=O)=O)c1,20,11,-6,-6,2,-3,4,-1,-11
COC(=O)c1ccc(/C=C/C(=O)OCC(=O)c2ccc[nH]2)cc1,-13,28,-22,7,-6,1,-6,3,-3
Cc1nn2c(NCCOCCO)c3c(nc2c1-c1ccccc1)CCC3,-237,16,-6,3,3,-8,3,-3,-8
Oc1ccc(/C=N/N2CCCCC2)c(O)c1,13,-6,4,-4,2,4,1,-2,-8
O=C1Nc2ccccc2/C1=C/c1ccccc1Cl,14,55*,9,29,2,-8,15,10,-12
COC(=O)C(CCSC)NC(=O)/C=C/c1ccc(OC)cc1 (stereo not drawn),8,-11,-36,-10,1,-5,-5,3,-15
COC(=O)c1c(C(=O)OC)c2n(c1C)CCS2,14,11,-39,2,-2,0,0,0,-2
Cc1ccc2c(c1)sc[n+]2Cc1ccccc1,3,-13,40,45,-2,0,-16,6,15
CSc1nc2ccc(Br)cc2[nH]1,0,26,0,11,1,11,-13,-4,-6
CC(=NNC(=O)CSCC(=O)NN=C(C)c1ccccc1)c1ccccc1,4,.,.,-13,2,.,.,2,.
COCc1cc(CN2CCN(CCCc3ccccc3)C(CCO)C2)ccc1OC (stereo not drawn),15,16,-11,-18,-2,-7,-4,-6,-11
COc1ccc(S(=O)(=O)N2CCOCC2)cc1NC(=O)COc1ccccc1,22,6,15,18,-1,3,1,4,-5
CCCCCCCCCCCCN1[C@@H](CC(=O)O)c2cc(F)ccc2S1(=O)=O,17,2,-11,-9,0,-3,24,7,-7
CCCS(=O)(=O)NCCc1csc(-c2ccc(OC)c(OC)c2)n1,-418,3,-11,-7,1,0,-17,0,-3
CCCCn1c(-c2ccccc2)nnc1-c1ccccc1,14,-6,15,-7,2,14,-2,4,5
CCOC(=O)C1(Cc2cccc(OC)c2)CCN(Cc2cccc(OCC)c2O)CC1,8,24,-13,33,1,-4,2,-3,-11
O=C(c1cc2ccccn2n1)N1CCN(c2cccc(C(F)(F)F)c2)CC1,-1,-10,-7,-2,0,-10,11,-6,-11
CCOc1ncccc1C(=O)OCC(=O)N1c2ccccc2CC1C (stereo not drawn),-1,17,-9,1,1,5,-8,-7,-3
COc1ccc(C(CNC(=O)c2cccc(S(=O)(=O)N3CCCc4ccccc43)c2)N(C)C)cc1 (stereo not drawn),-3,.,.,-8,-4,.,.,6,.
CC1=C(C(=O)NC2CCCc3c2cnn3-c2cccc(C)c2C)OCCO1 (stereo not drawn),-4,13,-2,-5,1,-2,4,4,0
Clc1ccccc1-c1nnc2sc(-c3ccco3)nn12,0,18,6,3,0,9,7,2,3
CCc1cccc(NC(=O)CSc2nc3c(c(=O)[nH]2)CCCC3)c1,.,7,-10,.,.,-1,-11,.,-3
CC1(C)CC(NC(=O)C(c2ccccc2)c2ccccc2)CC(C)(C)N1,11,4,14,3,0,-1,-12,-6,1
COc1ccc(C(=O)Nc2cccnc2Cl)cc1OC,15,21,1,-6,2,-1,-2,-5,-10
Cc1c(NC(=O)CCc2ccccc2)cccc1[N+](=O)[O-],18,13,7,1,3,1,-1,-4,8
COC(=O)CC(=O)Cc1nc(N)nc(Nc2ccc(C)c(C)c2)n1,-11,10,-17,-18,-3,1,3,-6,1
CCOC(=O)N1CCN(C(=O)c2cc3sccc3n2C)CC1,0,-14,1,16,-2,-3,-21,-7,4
COc1cccc2cc(-c3cc(=O)oc4ccc(O)cc34)oc12,16,22,-16,12,1,3,1,5,1
O=C(CN1CCN(c2ccccc2F)CC1)c1ccc2c(c1)OCO2,29,11,-3,0,-1,8,7,5,-10
Cc1noc(C)c1S(=O)(=O)N1CCC(C(=O)Nc2ccccn2)CC1,32,-4,-10,9,1,3,-10,0,-4
Cc1ccccc1-n1c(SCC(=O)c2cc(C)n(C)c2C)nnc1-c1cccnc1,8,18,-7,-8,0,1,-9,-2,1
COc1cccc(CN2CC(C(=O)N3CCN(C(C)C)CC3)CCC2=O)c1 (stereo not drawn),9,10,-18,-14,-2,-20,-6,-6,-10
CC1CN(c2cc(=O)n(-c3ccc(Cl)cc3)c(=O)[nH]2)CC(C)O1 (stereo not drawn),1,.,.,4,3,.,.,-6,.
Cc1nc(-c2nc(CC(=O)NNC(=O)c3ccc(Cl)cc3)cs2)cs1,2,3,-22,-3,1,-3,-4,1,7
CC1CC1C(=O)OCC(=O)NC(=O)c1ccc(C(C)(C)C)cc1 (stereo not drawn),-2,3,-8,-11,2,-2,-4,-6,5
Cc1ccc(Oc2nc(C(F)(F)F)nc3ccccc23)cc1,16,12,-4,-1,3,1,8,3,3
CC1CCCCN1C(=O)CSc1nc(-c2ccccc2)cn1N (stereo not drawn),25,4,-14,-8,0,2,-5,-4,4
C#CCOCCOCCOCCNc1nc(N2CCOCC2)nc(N2CCN(C(=O)[C@H](Cc3cc4ccccc4[nH]3)n3cc([C@@H](N)Cc4ccc(O)cc4)nn3)CC2)n1,15,20,-4,-1,-4,-16,13,1,8
COc1ccc(C)cc1NC(=O)C1CC(=O)N(Cc2ccco2)C1 (stereo not drawn),3,-3,-13,-11,3,9,4,-1,-4
CCOC(=O)Nc1ccc2c(CN3CCN(S(=O)(=O)c4ccccc4)CC3)cc(=O)oc2c1,-262,8,11,12,-5,5,23,12,-7
CCC(C)NC(=O)c1ccc2nc(-c3ccc(OC)c(OC)c3)c(-c3ccc(OC)c(OC)c3)nc2c1 (stereo not drawn),-225,15,-14,0,-23,-3,11,2,-3
O=[N+]([O-])c1cc([N+](=O)[O-])c(Oc2ccc(Cl)c3cccnc23)cc1NN1CCCCC1,35,14,1,10,2,9,13,3,1
Nc1ccc(NC2C[C@@H](C(=O)O)NC2=O)cc1 (stereo partly drawn),13,-8,7,-1,2,3,-9,-6,-7
COc1cc(C2/C(=C(\O)c3ccc4c(c3)CC(C)O4)C(=O)C(=O)N2CCN2CCOCC2)cc(OC)c1OC (stereo not drawn),4,1,1,-8,3,-6,-4,-1,4
COc1ccccc1/C=C/C(=O)NC1CC2CCC1C2 (stereo not drawn),-50,17,20,9,-2,-2,-4,2,-6
CN(CC(=O)NCC(=O)Nc1ccc(F)c(F)c1F)C1CCS(=O)(=O)C1 (stereo not drawn),-5,-2,-12,4,-7,14,0,7,7
O=C(OCc1cnc(Cl)s1)c1cccs1,-2,26,-18,-14,3,-4,10,-11,-18
COC(=O)N1C/C=C\C(c2ccc(OC)cc2)N(Cc2ccc(F)cc2)C(=O)C1 (stereo not drawn),-1,9,-21,1,5,-4,3,0,2
COc1ccccc1OCCOCCOc1c(C)cc(C)cc1Br,13,10,-15,1,1,-5,22,4,-7
COc1ccc(CNC(=O)C[C@H]2C[C@H](C(=O)N3CCCCC3)[C@@]3(C)c4[nH]c5cc(-c6ccco6)ccc5c4CCN3C2=O)cc1OC,-374,.,.,21,-35,1,21,7,.
Cc1ccc(C(=O)C(OC(=O)c2c(C)cc(=O)oc2C)c2ccccc2)cc1 (stereo not drawn),8,-28,5,9,3,6,11,-3,9
CCCCNS(=O)(=O)c1ccc(S(=O)(=O)n2cnc3ccccc32)cc1,11,1,3,-1,7,-6,-12,-7,-1
CC(C)CCNC(=O)C1CCCN(S(=O)(=O)c2ccc3c(c2)CC(C)N3C(=O)C2CC2)C1 (stereo not drawn),15,4,-13,-9,0,3,3,0,-1
CCN1CCN(S(=O)(=O)c2ccc(Cl)c(C(=O)NCc3nc4ccccc4[nH]3)c2)CC1,-5,12,7,-5,-6,-4,-4,-1,4
CCOC(=O)C1CCN(c2ncnc3c2[nH]c2cccc(OC)c23)CC1,i,-2,-4,-5,-5,0,-4,5,3
NS(=O)(=O)c1ccc(N=NN2CCCCC2)cc1,12,6,-17,5,1,1,-1,-10,1

# Overlap with the part before: two compounds, followed by the next part.
SMILES,SENP8 block-1,NALP3 yeast inh,SENP6 block,PfG6PD inh,SENP1 FRET inh,SENP7 inh,Apaf-1 inh,HKDC1 inhibitor,SENP8 block-2
CCOC(=O)C1CCN(c2ncnc3c2[nH]c2cccc(OC)c23)CC1,i,-2,-4,-5,-5,0,-4,5,3
NS(=O)(=O)c1ccc(N=NN2CCCCC2)cc1,12,6,-17,5,1,1,-1,-10,1
CC(C)Sc1ncc(S(=O)(=O)c2ccccc2)c(=O)[nH]1,10,6,-3,5,2,-5,6,5,-9
Cc1cccc(-n2c(N)c(-c3nc4ccccc4n3C)c3nc4ccccc4nc32)c1,-420,16,-4,9,-28,-5,18,-5,-12
COc1cc(OC)c(OC)cc1/C=N/n1c(C)nc2ccccc2c1=O,-4,-10,18,2,0,2,-14,-6,3
Cc1nc2ccccc2cc1C(=O)N/N=C/c1cccs1,5,-8,-6,-10,2,-1,-15,-7,-9
Cc1nc2ccc(-c3nc4ccccc4[nH]3)cc2[nH]1,-188,-13,57*,22,1,49,-17,-1,16
COc1ccc(C(=O)Oc2cc(N)n(S(=O)(=O)c3ccccc3)n2)cc1,11,4,0,-7,7,12,3,12,2
Cc1ccc(NC(=O)c2cc(C)on2)cc1,-1,14,7,2,1,5,-23,6,-11
Nc1nn(S(=O)(=O)c2ccccc2)cc1-c1cccc([N+](=O)[O-])c1,10,5,7,21,1,9,9,-9,1
CN1CCC(NC(=O)Nc2cccc(C(F)(F)F)c2)CC1,8,8,-14,-14,0,0,-11,-2,-4
COc1ccc(-c2cc(-n3c(C(F)(F)F)nc4ccccc43)n(CCC#N)n2)cc1,4,18,-12,15,2,-4,22,1,-5
COc1cccc(CCc2nnc(CCC(=O)N3CCN(Cc4ccccn4)CC3)o2)c1,3,16,4,0,-2,11,1,0,-5
COc1ccc(C(=O)C[n+]2cccc(C)c2)cc1,15,6,1,6,2,-4,36,13,-6
O=C(Nc1ccc(O)c2c(=O)cc(-c3ccccc3Cl)oc12)c1cccc(Cl)c1,15,9,-15,-14,3,-1,7,-5,3
COc1cc(-c2nnn(CC#N)n2)ccc1OCc1ccccc1,5,21,3,4,3,4,-5,0,-5

# A few values from the list:
# Under NALP3 yeast inh, COc1ccc(C(=O)C[n+]2cccc(C)c2)cc1 reads 6
# Under PfG6PD inh, COc1ccc(-c2cc(-n3c(C(F)(F)F)nc4ccccc43)n(CCC#N)n2)cc1 reads 15
# Under PfG6PD inh, CN1CCC(NC(=O)Nc2cccc(C(F)(F)F)c2)CC1 reads -14
# Under HKDC1 inhibitor, COc1cccc(CCc2nnc(CCC(=O)N3CCN(Cc4ccccn4)CC3)o2)c1 reads 0
